# DNMT1 block – blocks human DNA methyltransferase DNMT1 | AID 588458 | DNMT1 molecular beacon, Hinp1I cleavage, fluorescence | P26358 | 360,000 tested, 0.83% active | inhibition (reported as % activation of signal), % at 10 µM; in the data active = inhibition above about 50%
# LMPTP block – LMPTP (human) inhibition. P24666. recombinant LMPTP-A, OMFP fluorogenic substrate, fluorescence intensity. inhibition, % at 20 µM. 360,000 tested, 0.22% active;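 active = compounds that cut the enzyme signal by at least half of the control window in the single-dose screen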;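 also: plate controls were DMSO wells with enzyme plus substrate for no effect and substrate without enzyme for full effect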
# Target sequence (P24666 whole entry, looked up): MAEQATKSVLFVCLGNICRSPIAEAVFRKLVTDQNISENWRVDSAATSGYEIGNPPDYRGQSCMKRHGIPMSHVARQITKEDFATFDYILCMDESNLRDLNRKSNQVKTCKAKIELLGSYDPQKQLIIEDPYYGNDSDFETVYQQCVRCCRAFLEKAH
#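 Test system – LMPTP-A phosphatase enzyme · Quantity – 0.625 nM LMPTP-A final · Reagent – OMFP substrate, 400 µM final · Dosing – one test concentration per compound, 20 µM, with 3% DMSO overall · Timing – 50 min enzyme reaction at room temperature, protected from light · Detection – fluorescence intensity · Controls – substrate-only low control, DMSO enzyme-plus-substrate high control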
# SKN-1 block – blocks SKN-1 activity in C. elegans. C. elegans VP596 Pgst-4::GFP/RFP ratio, acrylamide-induced, 24 h. inhibition, % at 21.8 µM. 360,000 tested, 0.49% active. AID 624304;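 active = interference check ratio from 0.5 to 1.5 plus GFP to RFP signal ratio inhibition reaching or exceeding a fixed threshold, cut at about 30% in these data, passing the limit was not always enough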; also: some compounds called inactive have numbers as strong as hits
# Neddyl block – inhibitors of human cullin neddylation; P61081+Q13564; TR-FRET cullin neddylation, biochemical; calls only at 25 µM; 360,000 tested, 0.58% active; AID 651699; in the data active = inhibition above about 36%
# CendR NRP1 mod – NRP-1/CendR interaction modulation | inhibition, % at 25 µM | 360,000 tested, 0.85% active | AID 602438 | O14786 | FAM-RPARPAR peptide binding to NRP-1, fluorescence polarization;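 active = inhibition or corrected inhibition above about 18%, plus a signal ratio from 0.5 to 1.5, limit read from the data, passing the limit was not always enough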; also: strong numbers were not always called active
# Tb MetRS inh – Trypanosoma brucei MetRS inhibition; purified T. brucei MetRS, ATP depletion, Kinase-Glo luminescence; inhibition, % at 11.9 µM; 360,000 tested, 0.4% active; AID 624268;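 active = inhibition above a per-plate cutoff of the control wells' mean inhibition plus 3 SD, cut at about 5.5% in these data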;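 also: 0% = DMSO wells median and 100% = median of wells with control inhibitor compound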
#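 Test system: purified T. brucei MetRS enzyme. Also added: ATP, methionine and E. coli bulk tRNA substrates. Compound: 11.9 µM single point. Schedule: 15 min enzyme-compound preincubation, 2 h reaction, 10 min detection, 25 °C. Signal: luciferase luminescence of residual ATP, Kinase-Glo. Evaluation: percent inhibition versus plate control medians. Controls: DMSO wells, low control.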
# NadD inh – inhibitors of Staphylococcus aureus NadD; purified NadD enzyme, colorimetric absorbance read-out; inhibition, % at 20 µM; 360,000 tested, 0.78% active; in the data active = inhibition above about 26%; also: some compounds past the cut are filed as inactive
# SUMO1-SIM PPI – alters human SUMO1 binding to SIM partners; SUMO1 binding to a labelled peptide, TR-FRET, 1 h; inhibition, % at 20 µM; 360,000 tested, 0.33% active; AID 602429; in the data active = inhibition above about 37%
# Target sequence (P63165 whole entry, looked up): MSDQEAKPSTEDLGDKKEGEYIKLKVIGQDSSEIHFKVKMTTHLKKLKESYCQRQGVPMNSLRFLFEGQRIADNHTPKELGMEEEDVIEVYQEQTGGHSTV
# STEP inh – STEP (human) phosphatase inhibition. P54829. recombinant STEP, OMFP fluorogenic substrate, fluorescence. inhibition, % at 20 µM. 360,000 tested, 0.25% active. AID 588621;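 active = inhibition at 20 µM, scaled per plate between control wells, above about 37%, limit read from the data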;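 also: 0% = DMSO with enzyme and substrate and 100% = substrate only without enzyme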
# Target sequence (P54829 whole entry, looked up): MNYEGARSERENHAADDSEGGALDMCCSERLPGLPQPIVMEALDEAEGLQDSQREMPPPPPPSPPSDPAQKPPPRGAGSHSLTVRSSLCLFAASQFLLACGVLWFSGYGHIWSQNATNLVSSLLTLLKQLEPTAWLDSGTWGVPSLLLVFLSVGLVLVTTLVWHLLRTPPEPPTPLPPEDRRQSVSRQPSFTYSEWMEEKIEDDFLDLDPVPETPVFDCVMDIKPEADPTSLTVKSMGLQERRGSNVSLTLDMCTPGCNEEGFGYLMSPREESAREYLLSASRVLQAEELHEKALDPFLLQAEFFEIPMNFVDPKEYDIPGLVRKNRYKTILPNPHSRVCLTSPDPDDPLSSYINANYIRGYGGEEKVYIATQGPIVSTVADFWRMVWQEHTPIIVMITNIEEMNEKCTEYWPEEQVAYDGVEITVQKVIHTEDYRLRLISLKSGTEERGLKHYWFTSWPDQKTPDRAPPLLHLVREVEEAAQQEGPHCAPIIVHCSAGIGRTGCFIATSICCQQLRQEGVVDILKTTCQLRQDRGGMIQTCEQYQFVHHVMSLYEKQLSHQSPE
#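 Assay system: isolated STEP enzyme / Timing: 20 min at room temperature, dark / Doses: 20 µM, 1% DMSO / Technique: fluorescence intensity, excitation 480 nm, emission 540 nm / Reagent: fluorogenic phosphatase substrate OMFP at 25 µM final / Measure: percent inhibition scaled to no-enzyme and uninhibited-enzyme controls, plate-pattern corrected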
# Scp1 inh – inhibitors of human Scp-1 phosphatase; Recombinant Scp1, phosphopeptide, malachite green phosphate absorbance; 340,000 tested, 0.88% active; inhibition, % at 20 µM; Q9GZU7;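 active = inhibition above about 50% at 20 µM, limit read from the data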;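 also: plate controls were DMSO wells with enzyme for no effect and wells lacking enzyme for full effect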
# Target sequence (Q9GZU7 76-261 limits assumed): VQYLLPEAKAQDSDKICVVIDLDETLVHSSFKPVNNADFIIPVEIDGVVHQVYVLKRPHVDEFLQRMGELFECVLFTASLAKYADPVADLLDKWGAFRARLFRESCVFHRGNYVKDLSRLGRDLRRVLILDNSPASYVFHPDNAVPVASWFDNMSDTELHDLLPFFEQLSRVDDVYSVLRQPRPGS
#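 Incubation: 45 min enzyme reaction at room temperature / System: truncated SCP-1 phosphatase (76-261aa) / Reagent: Phospho 17-mer peptide substrate / Buffer or medium: Acidic Tris acetate buffer with magnesium and detergent / Signal: absorbance at 630 nm / Doses: one concentration, 20 µM, with 1.0% DMSO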
# * marks the source's active call; other numbers are inactive results; i = inactive; / = not tested or not shown.
SMILES,DNMT1 block,LMPTP block,SKN-1 block,Neddyl block,CendR NRP1 mod,Tb MetRS inh,NadD inh,SUMO1-SIM PPI,STEP inh,Scp1 inh
COc1ccc(C)cc1NC(=O)CCCN1C(=O)CN(C)C1=O,-8,-2.4,-12,i,-2,0.0,-6,-1,0,-8
CCC(C)NC(=O)COC(=O)c1ccc(Cl)cc1O (centres undefined),9,0.2,-13,i,10,-0.4,0,3,-1,4
CC1(C(=O)NC2CCCC2)CCC(=O)N1CCC1=CCCCC1 (centres undefined),5,-1.3,-11,i,7,-0.6,-3,2,-1,-5
Cc1ccc(S(=O)(=O)N2CCN(CN3C(=O)CC4(CCCC4)C3=O)CC2)cc1,2,-1.6,-8,i,-2,0.3,-1,4,-2,-7
O=C(C[C@H]1CC[C@@H]2[C@H](COC[C@H](O)CN2C(=O)c2cnccn2)O1)NCc1ccc(Cl)cc1,/,-1.1,4,i,15,-0.7,/,8,/,/
COc1cc(OC)c(C(=O)NCc2ccc3c(c2)OCO3)cc1OC,-2,0.6,10,i,6,0.0,-6,8,-2,-2
O=C(O)c1ccc(N/N=C/c2ccc3ncccc3c2)cc1,7,0.8,-3,i,-20,-0.2,-1,0,3,50*
CC(C)(C)c1ccc(CC(=O)N2CCC2(C)C(=O)Nc2ccc3[nH]ncc3c2)cc1 (centres undefined),2,-1.9,29,i,10,-0.1,-2,4,1,/
CCC(=O)N1CCC1(C)C(=O)Nc1ccc(OC)c(OC)c1 (centres undefined),-2,-1.8,3,i,13,-0.3,-2,-2,-2,/
Cc1cccc(NC2(C(=O)O)CCCC2)c1,-1,1.3,17,i,-14,-0.2,6,-7,0,-12
O=C(C1=C(O)C(=O)N(CCCn2ccnc2)C1c1cccc(Br)c1)c1ccco1 (centres undefined),0,-2.2,-20,i,8,0.1,2,0,1,1
O=C(/C=C/c1ccccc1)NC(=S)NNC(=O)c1ccco1,2,1.1,14,i,7,-0.5,1,-2,1,-3
Cc1ccc(Cn2c(C3CCCN3c3nc(-c4ccc(F)cc4)cs3)nc3cc(C(F)(F)F)ccc32)cc1 (centres undefined),-1,1.5,12,i,-20,0.7,8,-1,-1,2
Cc1ccc(CN2CCN(CC(=O)N/N=C/c3ccc(C)o3)CC2)cc1,1,-2.0,6,i,2,-0.2,-11,-5,-1,-3
O=C(OC(C(=O)NCC1CCCO1)c1ccc(F)cc1)c1cccs1 (centres undefined),-1,-0.9,2,i,0,0.0,0,-5,-2,-6
CC(C)c1ccc(OCc2ccc(C(=O)N3CCCC3)o2)cc1,-1,1.6,1,i,5,-0.7,-3,9,4,4
CN(C)C(=O)CSc1nc(-c2ccccc2)nc2c1CCCC2,0,-0.7,10,i,8,-0.4,1,3,0,-1
COc1ccc(CNC(=O)COC(=O)c2cnccn2)cc1,-10,-0.8,-7,i,-12,0.1,2,0,1,-7
COc1ccccc1C(CNC(=O)CCNS(=O)(=O)c1ccc(Br)cc1)N1CCCC1 (centres undefined),-11,-9.7,7,i,-4,-0.4,-11,-165,-1,-5
Cc1cc(C(=O)NNC(=O)NC(C)C)no1,-7,0.7,-3,i,-5,-1.0,5,0,0,-5
O=C(N/N=C/c1ccccc1F)c1cccc(NC(=O)c2ccccc2Cl)c1,1,1.5,15,i,-5,-0.6,1,-8,-1,1
COc1ccc(S(=O)(=O)N2CCC(C(=O)c3ccc4c(c3)OCCO4)CC2)cc1,-3,3.2,-3,i,-3,0.3,-2,3,4,-11
O=C(Nc1ccc(N2CCOCC2)cc1)c1cccnc1,2,-1.6,-2,i,10,0.7,3,-2,1,-2
O=C(NCc1cccnc1)Nc1ccc(F)cc1F,0,-1.3,0,i,11,-0.2,1,-1,1,-2
CN1CCN(S(=O)(=O)c2ccc(Nc3ccc(F)cc3)c([N+](=O)[O-])c2)CC1,4,-1.2,-4,i,-4,-0.1,-4,-30,0,5
COc1ccc(/C=C(\NC(=O)c2ccco2)C(=O)NCc2ccco2)cc1,3,-0.6,12,i,-5,-0.5,4,-2,-1,-2
O=C(COC(=O)c1ccc(O)cc1)Nc1cc(C(F)(F)F)ccc1Cl,3,3.9,-14,i,-3,0.4,-6,6,1,-9
C=CCN(c1ccccc1Cl)S(=O)(=O)c1cc(C(=O)N2CCCC2)ccc1Cl,-2,1.7,-1,i,-6,0.7,-2,5,-1,9
O=C(NC(=S)N(CCc1ccccc1)CCc1ccccc1)c1ccco1,11,1.1,-2,i,4,-1.1,-6,0,7,-7
Cc1ccc(NC(=O)C2CCN(C(=O)NC3CCCCC3)CC2)cc1Cl,-2,-0.6,5,i,17,-1.2,2,0,-1,2

# Marked active in Scp1 inh, of those listed so far:
SMILES,DNMT1 block,LMPTP block,SKN-1 block,Neddyl block,CendR NRP1 mod,Tb MetRS inh,NadD inh,SUMO1-SIM PPI,STEP inh,Scp1 inh
O=C(O)c1ccc(N/N=C/c2ccc3ncccc3c2)cc1,7,0.8,-3,i,-20,-0.2,-1,0,3,50*

# 14 entries from above in another layout:
DNMT1 block | LMPTP block | SKN-1 block | Neddyl block | CendR NRP1 mod | Tb MetRS inh | NadD inh | SUMO1-SIM PPI | STEP inh | Scp1 inh | canonical_smiles
-8 | -2.4 | -12 | i | -2 | 0.0 | -6 | -1 | 0 | -8 | COc1ccc(C)cc1NC(=O)CCCN1C(=O)CN(C)C1=O
9 | 0.2 | -13 | i | 10 | -0.4 | 0 | 3 | -1 | 4 | CCC(C)NC(=O)COC(=O)c1ccc(Cl)cc1O (centres undefined)
5 | -1.3 | -11 | i | 7 | -0.6 | -3 | 2 | -1 | -5 | CC1(C(=O)NC2CCCC2)CCC(=O)N1CCC1=CCCCC1 (centres undefined)
2 | -1.6 | -8 | i | -2 | 0.3 | -1 | 4 | -2 | -7 | Cc1ccc(S(=O)(=O)N2CCN(CN3C(=O)CC4(CCCC4)C3=O)CC2)cc1
/ | -1.1 | 4 | i | 15 | -0.7 | / | 8 | / | / | O=C(C[C@H]1CC[C@@H]2[C@H](COC[C@H](O)CN2C(=O)c2cnccn2)O1)NCc1ccc(Cl)cc1
-2 | 0.6 | 10 | i | 6 | 0.0 | -6 | 8 | -2 | -2 | COc1cc(OC)c(C(=O)NCc2ccc3c(c2)OCO3)cc1OC
7 | 0.8 | -3 | i | -20 | -0.2 | -1 | 0 | 3 | 50* | O=C(O)c1ccc(N/N=C/c2ccc3ncccc3c2)cc1
2 | -1.9 | 29 | i | 10 | -0.1 | -2 | 4 | 1 | / | CC(C)(C)c1ccc(CC(=O)N2CCC2(C)C(=O)Nc2ccc3[nH]ncc3c2)cc1 (centres undefined)
-2 | -1.8 | 3 | i | 13 | -0.3 | -2 | -2 | -2 | / | CCC(=O)N1CCC1(C)C(=O)Nc1ccc(OC)c(OC)c1 (centres undefined)
-1 | 1.3 | 17 | i | -14 | -0.2 | 6 | -7 | 0 | -12 | Cc1cccc(NC2(C(=O)O)CCCC2)c1
0 | -2.2 | -20 | i | 8 | 0.1 | 2 | 0 | 1 | 1 | O=C(C1=C(O)C(=O)N(CCCn2ccnc2)C1c1cccc(Br)c1)c1ccco1 (centres undefined)
2 | 1.1 | 14 | i | 7 | -0.5 | 1 | -2 | 1 | -3 | O=C(/C=C/c1ccccc1)NC(=S)NNC(=O)c1ccco1
-1 | 1.5 | 12 | i | -20 | 0.7 | 8 | -1 | -1 | 2 | Cc1ccc(Cn2c(C3CCCN3c3nc(-c4ccc(F)cc4)cs3)nc3cc(C(F)(F)F)ccc32)cc1 (centres undefined)
1 | -2.0 | 6 | i | 2 | -0.2 | -11 | -5 | -1 | -3 | Cc1ccc(CN2CCN(CC(=O)N/N=C/c3ccc(C)o3)CC2)cc1

# Additional entries:
SMILES,DNMT1 block,LMPTP block,SKN-1 block,Neddyl block,CendR NRP1 mod,Tb MetRS inh,NadD inh,SUMO1-SIM PPI,STEP inh,Scp1 inh
CC(=O)Oc1ccccc1Cn1c(C)c(C(=O)NCc2ccc(F)cc2)sc1=O,1,-0.4,12,i,4,0.4,2,5,0,/
O=C1CSC(c2ccc3c(c2)OCO3)N1c1ccc(Oc2ccccc2)cc1 (centres undefined),-3,1.8,23,i,12,-0.3,2,-4,1,-11
O=C(COC(=O)Cc1ccc(Cl)cc1)NC1CCCC1,4,-0.7,2,i,-2,-0.6,5,0,-1,-4
CS(=O)(=O)N(CCc1ccccc1)CC(=O)N1CCCCCC1,-2,0.5,8,i,12,-0.1,0,7,-2,/
CC(=O)Nc1ccc(S(=O)(=O)NCc2ccccn2)cc1,-1,-0.4,2,i,4,-0.3,-2,-1,-1,-7
CCN(CC)c1cccc(OCC(=O)N(C)CCC#N)c1,-14,2.6,59,i,-81,0.0,4,-4,-4,6
O=C(Nc1ccc(F)cc1F)NC1CC(=O)N(Cc2ccccc2)C1 (centres undefined),1,-4.4,-11,i,6,-1.4,-4,-10,-5,0
O=C(Cn1nc(C(F)(F)F)cc1C1CC1)Nc1ccccc1F,-1,-0.8,8,i,-3,-0.7,1,-3,-2,0
CCOC(=O)N1CCC(NC(=O)CSCc2nc(-c3ccc(OC)c(OC)c3)oc2C)CC1,1,-1.4,-4,i,-1,0.1,4,3,-2,-2
CCCCC(=O)N1CCN(c2ccc(OC)cc2[N+](=O)[O-])CC1,-3,-0.4,19,i,6,1.9,-2,-36,0,-4
O=C(c1ccc(NC2=NC3CS(=O)(=O)CC3S2)cc1)N1CCN(C(=O)c2ccco2)CC1 (centres undefined),5,-0.8,-9,i,3,0.0,-5,1,0,-12
Cn1cc(CN2CCc3ccccc3C2)c2ccccc21,-8,-0.8,-14,i,4,-0.7,-2,-4,3,-4
COc1cccc(NC(=O)CN(C)C(=O)CSc2nc3ccccc3s2)c1,1,1.2,6,i,-7,-0.5,0,-4,0,-6
CCOC(=O)N/N=C/c1ccc(F)cc1,2,-0.2,17,i,-2,-0.4,-3,-4,1,-2
O=C(CN1C(=O)c2cccc([N+](=O)[O-])c2C1=O)N1CCN(c2ccc(F)cc2)CC1,-1,0.5,6,i,1,0.0,-1,-11,0,-13
CC(=O)c1cccc(CN(C)CC2CCCN(CCc3ccccc3C)C2)c1 (centres undefined),1,0.1,18,i,4,-0.1,-4,1,-1,-12
COc1ccc([C@H]2CC(=O)C=C(c3cccc(Br)c3)C2)cc1,0,2.4,9,i,14,-0.2,1,-15,1,-7
CC(OC(=O)C12CC3CC(CC(O)(C3)C1)C2)C(N)=O (centres undefined),3,-1.0,4,i,8,-0.1,5,1,-2,-5
CCOC(=O)Cc1c(Cl)c2ccccc2[nH]c1=O,1,0.2,1,i,0,-1.1,3,1,0,-3
COc1ccc(-c2cc(=O)[nH]c(=O)[nH]2)cc1,9,-0.4,-11,i,7,-1.0,-1,20,-1,10
O=C1CCNc2ccc(-c3ccccc3)cc21,-7,0.7,-2,i,107,0.0,5,-13,-6,2
O=C(CCCN1C(=O)c2cccc3cccc(c23)C1=O)Nc1ccon1,5,-0.7,-1,i,17,0.1,-2,-17,0,-7

# Screening data as filed in PubChem BioAssay.
